PAD4 inhibition: human PAD4 inhibitors, primary screen, biochemical, fluorescence polarization (AID 463073). 0.5% of 2,000 active. inhibition, % at 5 µM. recombinant PAD4, RFA probe fluorescence polarization; stronger effect = higher value;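 active means inhibition above 30%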;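 further: 0% = PAD4 with DMSO and 100% = wells lacking PAD4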
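system = recombinant PAD4 | amount = PAD4 at 2 µM in dispensed buffer, before additions | incubation = 30 min 25 °C preincubation, 5 h 37 °C labeling | measured by = FP, ex 525 nm, em 598 nm | replication = single well per compound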
Starred values were filed as active, the others as inactive. Only part of the results is shown; the hit share may differ from the screen's.

SMILES	PAD4 inhibition
Cn1c(=O)c2c(ncn2CCO)n(C)c1=O	2.1
CCCCC1C(=O)N(c2ccccc2)N(c2ccccc2)C1=O	-4.7
COc1ccc2nc(NC(=O)Nc3ccccc3)sc2c1	4.4
Cc1cccc(C)c1NC(=O)C1CCCCN1C (configuration not stated)	-3.5
CNc1c2c(nn1C)CCCC2	2.2
CN(C)CCOc1ccccc1Cc1ccccc1	-1.2

Pulled by structure from above (three):
SMILES	PAD4 inhibition
COc1ccc2nc(NC(=O)Nc3ccccc3)sc2c1	4.4
Cc1cccc(C)c1NC(=O)C1CCCCN1C (configuration not stated)	-3.5
CCCCC1C(=O)N(c2ccccc2)N(c2ccccc2)C1=O	-4.7

Arranged by number of heavy atoms (highest first): some entries from above
SMILES	PAD4 inhibition
COc1ccc2nc(NC(=O)Nc3ccccc3)sc2c1	4.4
CN(C)CCOc1ccccc1Cc1ccccc1	-1.2
CNc1c2c(nn1C)CCCC2	2.2

Compound activity: PubChem, The Scripps Research Institute Molecular Screening Center
